Screening results: PubChem, National Center for Advancing Translational Sciences (NCATS)
AmpC det inh: Promiscuous and Specific Inhibitors of AmpC Beta-Lactamase (assay with detergent); purified AmpC, nitrocefin hydrolysis with detergent; P00811; Potency, µM (titrated, usually from 28.7 µM), for the others: top-dose activity change, negative = inhibition; actives 0.09% (n = 71,000); AID 584, 2007; active means well fitted curve in the direction sought with a large enough effect
Target sequence (P00811 whole entry, looked up): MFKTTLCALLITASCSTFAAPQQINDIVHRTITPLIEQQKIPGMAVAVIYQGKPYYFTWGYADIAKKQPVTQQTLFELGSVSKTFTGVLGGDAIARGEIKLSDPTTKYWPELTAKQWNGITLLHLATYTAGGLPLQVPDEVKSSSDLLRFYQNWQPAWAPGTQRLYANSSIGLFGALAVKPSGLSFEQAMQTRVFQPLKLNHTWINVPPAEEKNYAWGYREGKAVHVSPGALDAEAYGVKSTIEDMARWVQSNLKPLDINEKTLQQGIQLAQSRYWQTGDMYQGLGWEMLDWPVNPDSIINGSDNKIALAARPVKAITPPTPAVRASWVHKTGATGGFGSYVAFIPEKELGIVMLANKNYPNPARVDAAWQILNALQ
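E. coli AmpC (5.3 nM) in 20 mM phosphate pH 7.0 with 0.01% Triton X-100, preincubated 15 min RT with compound; nitrocefin (2 uL of 800 uM stock) hydrolysis followed by 480 nm absorbance every 20 s over 4 min.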
The depositor's hits bear a star; & = joins results of further samples; [ ] = another dose, or the depositor's remark. On the % scale 0 is the no-effect control and ±100 the full control effect; potency means the concentration at half of the fitted maximal effect.

SMILES	AmpC det inh
COC(=O)c1[nH]c(C)c(/C(O)=C2\C(=O)C(=O)N(CCCN3CCOCC3)C2c2ccccn2)c1C (centres undefined)	-4%
COc1cccc(NC(=O)N(CCCN2CCOCC2)C(C)c2cc3cccc(OC)c3o2)c1 (centres undefined)	-2%
Cc1noc(C)c1COc1ccc(C(=O)OCc2nnc(-c3ccc(Cl)cc3)o2)cc1	-3%
O=C(Cc1ccc(-n2cccc2)cc1)N1CCc2ccccc21	11%
CCNc1ncc2nc(-c3ccc(Cl)cc3)c(=O)n(-c3ccccc3)c2n1	-3%
CN(c1ccc(C(=O)NCCSC(C)(C)C)cc1)S(C)(=O)=O	-5%
CCOC(=O)c1cccc(NC(=O)CS(=O)(=O)Cc2nc(-c3cccc(OC)c3)oc2C)c1	-3%
CCC(C)NC(=O)CSc1nnc(-c2ccncc2)n1-c1ccc(OC)cc1 (centres undefined)	10%
CC(=O)N1CCN(CCN=CC2=C(O)CC(c3ccco3)CC2=O)CC1 (centres undefined)	3%
FC(F)(F)c1cc(CN2CC3(CCNCC3)C2)cc(C(F)(F)F)c1	-1%
COc1ccc(CNC(=O)C2COc3ccccc3O2)cc1 (centres undefined)	9%
CCn1c(COc2ccccc2C)nnc1SCC(=O)CC(=O)Nc1ccccc1OC	-6%
COC(=O)CN(C)C1CC(=O)N(c2ccc(Cl)cc2)C1=O (centres undefined)	-1%
CN1C(=S)SC(/[N+]([O-])=C\c2cccs2)C1(C)C (centres undefined)	16%
Cc1cc(=O)oc2cc(OCC(O)CN3CCN(c4ccccc4)CC3)ccc12 (centres undefined)	-3%
COC(=O)c1ccc(CSc2ncn[nH]2)o1	1%
Fc1cccc(-c2cc3nc4c(c(N5CCC6(CC5)OCCO6)n3n2)CCCC4)c1	-2%
O=C(NCCCn1ccnc1)c1cc2c(s1)CCCCC2	-5%
O=C(NCc1ccccc1)c1ccc(-c2ccccc2F)o1	-5%
COc1cccc(C(=O)OCC(=O)Nc2ccccc2N2CCOCC2)c1	-2%
Cc1cc(NC(=O)COC(=O)C(Nc2ccc(C(F)(F)F)cc2Cl)C(C)C)no1 (centres undefined)	1%
O=S(=O)(c1ccccc1)N1CCC[C@@]2(CCN(c3ccncc3)C2)C1	5%
Nc1c(Nc2ccccc2)c2ccccc2oc1=O	-2%
OCCN1CCN(CC(O)COc2ccc3c(c2)OCO3)CC1 (centres undefined)	7%
CC[C@@]1(O)C(=O)COc2c1cc1n(c2=O)Cc2c-1nc1cccc(C(C)C)c1c2[Si](C)(C)C	-5%
(listing goes on)
SMILES	AmpC det inh
O=C(OCC#CCSc1nc2ccccc2s1)c1ccco1	-1%
Cn1c(=O)c2c(nc(NCc3ccccc3)n2CC(=O)NCc2ccccc2)n(C)c1=O	-4%
COc1ccc(NC(=O)c2[nH]c(C)c(C(C)=O)c2C)cc1Cl	1%
COCCN(CC(=O)NCc1ccccc1)C(=O)CCC(=O)Nc1ccccn1	-4%
COC(=O)c1ccccc1NC(=O)c1nc2nc(C)cc(C)n2n1	-4%
CC(Nc1n[nH]c(=S)[nH]c1=O)C(=O)OCc1ccccc1 (centres undefined)	4%
CCOC(=O)N1CCN(S(=O)(=O)c2ccc3c(c2)CCN3C(=O)C2CCC2)CC1	-4%
COc1ccc(-c2nnn(CC(=O)N(CCO)C(C(=O)NC3CCCC3)c3ccc(F)cc3)n2)cc1 (centres undefined)	-4%
O=C(O)Cc1cccc2ccccc12	12%
Cc1occc1C(=O)n1nnc2ccccc21	10µM*
CCn1nc(NC(=O)c2cccnc2)c2cc3cccc(C)c3nc21	-7%
CSc1ncc(Cl)c(C(=O)C(C#N)c2nc3c(C)cc(C)cc3c(=O)[nH]2)n1 (centres undefined)	-3%
Cc1ccc(-c2nc(CS(=O)CC(=O)NCc3ccc(Cl)cc3)c(C)o2)cc1 (centres undefined)	13%
CC(C)Oc1ccc(N2CC(C(=O)Nc3ccccc3F)CC2=O)cc1 (centres undefined)	-3%
O=C(c1cccnc1)N1CCN(C(=O)c2cccs2)CC1	-6%
CCC[C@@H]1O[C@@H]2C[C@@H]3[C@@H]4CCC5=CC(=O)C=C[C@@]5(C)[C@H]4[C@H](O)C[C@@]3(C)[C@@]2(C(=O)CO)O1	-2%
Cn1c(SCC(=O)c2cc3ccccc3o2)nnc1-c1ccccc1	13%
COc1cccc(OCc2nc3ncc(Br)cc3[nH]2)c1	1%
COc1ccc(-n2c(=S)[nH]c3cc(C(=O)NCc4ccco4)ccc3c2=O)cc1OC	-3%
O=C1C2CCCN2C(c2ccccc2F)N1c1ccc(F)cc1 (centres undefined)	-2%
CCOC(=O)c1ccccc1NC(=O)c1cc2sccc2n1C	1%
O=C(O)CN1CCNCC1	-4%
COC(=O)c1ccc(Oc2nc(N3CCCCC3)nc(N3CCOCC3)n2)cc1	-1%
COC(=O)c1c(N)n(-c2cc(OC)cc(OC)c2)c2nc3ccccc3nc12	0%
O=C(CCN1C(=O)c2ccccc2C1=O)N1CCN(C(=O)c2ccccc2)CC1	-2%
(listing goes on)
SMILES	AmpC det inh
CC(Cc1ccccc1)C(=O)Nc1ccccc1 (centres undefined)	15%
CCn1c(SCC(=O)N(C(C)C)C(C)C)nnc1-c1cc2ccccc2cc1O	-3%
Cc1sc2nc3n(c(=O)c2c1C)Cc1ccccc1-3	1%
NC(=O)C1(N2CCCCC2)CCN(C(=O)c2ccc(C#Cc3ccccc3)o2)CC1	-3%
COc1cccc(OCC(O)CN2CCOCC2)c1 (centres undefined)	-8%
O=C(C1Cc2ccccc2O1)N1CCCCC1 (centres undefined)	0%
CCC(Oc1ccccc1)C(=O)Nc1ccc(S(=O)(=O)NCC2CCCO2)cc1 (centres undefined)	12%
CS(=O)(=O)N1CCC2(CC1)CN(Cc1ccccc1)C2	-3%
CCCCN(CC)CCNc1c(NC2CCN(C(=O)OCC)CC2)c(=O)c1=O	14%
CCSc1ccccc1C(=O)Nc1nncs1	-4%
Cc1ccccc1OCC(O)Cn1c(NCc2ccco2)nc2c1c(=O)n(C)c(=O)n2C (centres undefined)	14%
CCN(CC)c1ncnc2c1ncn2[C@@H]1O[C@@H](COP(=O)(O)OP(=O)(O)C(Br)(Br)P(=O)(O)O)[C@H](O)[C@H]1O	0%
CCn1c(=O)cc(OCC(=O)NCCCN2CCC(C)CC2)c2ccccc21	-5%
COc1ccccc1-c1nc(NCCc2cnc[nH]2)c2ccccc2n1	10%
CCOc1ccc2oc(-c3ccccc3)c(C(=O)N3CCN(C)CC3)c2c1	4%
C=CCC1c2cccc(C(=O)O)c2C(=O)N1c1ccc(F)cc1 (centres undefined)	-4%
COc1ccc(C(=O)CCC(=O)O)cc1	12%
COc1cc(OC)cc(C(=O)Nc2ccc(-c3nc4ccccc4o3)cc2)c1	13%
COc1ccccc1CNc1cc(-c2ccccc2Cl)ncn1	8%
CCCOc1c(OC)cccc1C1CC(=O)Nc2cc3c(cc21)OCCO3 (centres undefined)	28%
CCCOc1ccc(OCCSc2ncccn2)cc1	-1%
Cc1cc(C(=O)CSc2nnnn2C)c(C)n1-c1cccc(F)c1	-1%
O=C(COc1ccc(CO)cc1)Nc1ccc(F)cc1	0%
C=CCn1c(SCc2cccc(C#N)c2)nnc1-c1ccccc1O	13%
c1ccc(N2CCC3(CCNCC3)CC2)nc1	20%
The list goes on:
SMILES	AmpC det inh
Cc1ccc(-n2nnc3c(=O)n(Cc4cc(C)ccc4C)cnc32)cc1	-3%
Cc1ccc(-c2cc(C(=O)NCCCN3CCOCC3)no2)cc1	-3%
O=C(O)CCCCCN1C(=O)c2ccc(C(=O)O)cc2C1=O	7%
CCOC(=O)N1CCC(Nc2c(NCCCN(C)Cc3ccccc3)c(=O)c2=O)CC1	15%
O=C(CN1CCOc2ccccc21)N1CCC(Cc2ccccc2)CC1	5%
CCCCCc1c(C)nc(Nc2ccccc2)[nH]c1=O	-1%
Cc1ccc(N(C(=O)c2ccncc2)C2C=CS(=O)(=O)C2)cc1 (centres undefined)	4%
Cc1c(NC(=O)CSc2ccccn2)c(=O)n(-c2ccccc2)n1C	-4%
Cc1ccc(NC(=O)C2CC(=O)NC(N3CCc4ccccc43)=N2)cc1 (centres undefined)	-3%
CCCCOc1ccccc1NC(=O)Cn1c(-c2nonc2N)nc2ccccc21	-3%
COCCNC(=O)[C@H](C)[C@H]1C[C@]1(C)[C@H](NC(=O)OCc1ccccc1)c1ccccc1	-2%
Cc1noc(C)c1C(=O)NCc1ccco1	-3%
Cc1cc(NS(=O)(=O)c2ccc(NC(=O)Cc3cccs3)cc2)no1	-2%
C[N+](C)(CCCCCC[N+](C)(C)CCCN1C(=O)c2ccccc2C1=O)CCCN1C(=O)c2ccccc2C1=O	1%
CCc1c(C)nc(N)n2c(SCC(=O)Nc3ccccc3OC)nnc12	17%
Cc1ccc(-n2c(O)c(C=NCc3cccnc3)c(=O)[nH]c2=O)cc1C	-1%
O=C(c1cc(O)c(O)c([N+](=O)[O-])c1)c1ccccc1F	-2%
Cn1cccc1C(=O)OCc1cc(Cl)cc2c1OCOC2	-3%
Cn1c(/C(C#N)=C2/CCCCCN2)nc2ccccc21	-3%
COc1ccc(NC(=O)CSc2nnc(Cn3c(=O)sc4ccccc43)n2C)cc1	10%
Cn1c(NCCCN2CCOCC2)nc2c1c(=O)n(Cc1ccc(Cl)cc1Cl)c(=O)n2C	2%
CC(=O)N[C@@H](C(=O)O)C(C)(C)SN=O	-3%&-4%
CCOC(=O)C(NC(=O)c1ccccc1)=C1C=C(C)OC(C)=C1	8%
COc1cccc(NC(=O)Cn2c(SCC(=O)N3CCOCC3)nc3ccccc32)c1	2%
COc1cc2c(cc1OC)-c1nnc(-c3cccs3)n1C(C)(C)C2	10%
Continued:
SMILES	AmpC det inh
O=C(Nc1ccccc1)N1CCC2(CC1)CCN(C(=O)c1cnccn1)CC2	2%
CC(C)C(=O)Nc1cccc(C(=O)Nc2ccc3c(c2)OCO3)c1	11%
CCOCCCNc1nc2c(c(=O)n(C)c(=O)n2C)n1CCCc1ccccc1	-4%
O=C(CN1CCC(O)CC1)N1c2ccccc2C=Cc2ccccc21	-2%
O=C(c1ccc(O)cc1)c1ccc(C(=O)O)c(C(=O)O)c1	-7%
Cc1cccc(CNc2nc(-c3ccccc3CN(C)C)nc3ccccc23)c1	8%
Cn1c(=O)cc(SCC(=O)N2CCC3(CC2)OCCO3)c2ccccc21	-3%
O=c1c2c(nc3c(-c4cccc5ccccc45)c[nH]n13)CCC2	-5%
CCOc1ccc(-n2c(COc3ccc(C)cc3)nnc2SCC(N)=O)cc1	2%
CC(C)(C)NC(=O)Nc1ccccc1C(N)=O	-3%
CC(C)N=c1cc2n(-c3ccc(Cl)cc3)c3ccccc3nc-2cc1Nc1ccc(Cl)cc1	1%[12.8 µM]
CN(C)CCNc1nc2c(c(=O)n(C)c(=O)n2C)n1C	-5%[5.75 µM]
Cc1cccc(N2CCN(C(=O)Cc3c(C(=O)O)[nH]c4ccc(Cl)cc34)CC2)c1C	-5%
S=C(NC1CCCCC1)N1CCC(c2cnc[nH]2)CC1	-2%&-3%
Cc1nc(CCNC(=O)COc2ccccc2)cs1	12%
CCN1CCN(C(=O)c2cc3nc(-c4ccccc4)cc(C(F)(F)F)n3n2)CC1	-4%
O=c1c2ccccc2nnn1CSc1nnc(-c2cccnc2)n1-c1ccccc1F	1%
O=c1cc(COn2nnc3ccc(C(F)(F)F)cc32)nc2sccn12	-3%
O=C1C2CCCN2C(c2ccc(F)cc2)N1c1cccc(Cl)c1 (centres undefined)	5%
Cn1cccc1C(=O)N1CCC2(CCCN(Cc3ccccc3)C2)CC1	-3%
COc1ccc(C(=O)N2CCN(C3CCC(c4ccccc4)CC3)CC2)cc1OC (centres undefined)	-4%
Cc1ccc(C(N)=S)c(C)c1	-1%
CN1CCC(NC(=O)Cc2c(F)cccc2Cl)CC1	-3%
CCOC(=O)N1CCN(CC(=O)c2c(C)[nH]c3ccccc23)CC1	-6%
COc1ccc(C)cc1N(CC(=O)Nc1cccc(N(C)S(C)(=O)=O)c1)S(C)(=O)=O	-4%

Gathered by group: the compounds so far with an NH in an aromatic ring (14)
SMILES	AmpC det inh
COC(=O)c1[nH]c(C)c(/C(O)=C2\C(=O)C(=O)N(CCCN3CCOCC3)C2c2ccccn2)c1C (centres undefined)	-4%
COC(=O)c1ccc(CSc2ncn[nH]2)o1	1%
COc1ccc(NC(=O)c2[nH]c(C)c(C(C)=O)c2C)cc1Cl	1%
CC(Nc1n[nH]c(=S)[nH]c1=O)C(=O)OCc1ccccc1 (centres undefined)	4%
CSc1ncc(Cl)c(C(=O)C(C#N)c2nc3c(C)cc(C)cc3c(=O)[nH]2)n1 (centres undefined)	-3%
COc1cccc(OCc2nc3ncc(Br)cc3[nH]2)c1	1%
COc1ccc(-n2c(=S)[nH]c3cc(C(=O)NCc4ccco4)ccc3c2=O)cc1OC	-3%
COc1ccccc1-c1nc(NCCc2cnc[nH]2)c2ccccc2n1	10%
CCCCCc1c(C)nc(Nc2ccccc2)[nH]c1=O	-1%
Cc1ccc(-n2c(O)c(C=NCc3cccnc3)c(=O)[nH]c2=O)cc1C	-1%
O=c1c2c(nc3c(-c4cccc5ccccc45)c[nH]n13)CCC2	-5%
Cc1cccc(N2CCN(C(=O)Cc3c(C(=O)O)[nH]c4ccc(Cl)cc34)CC2)c1C	-5%
S=C(NC1CCCCC1)N1CCC(c2cnc[nH]2)CC1	-2%&-3%
CCOC(=O)N1CCN(CC(=O)c2c(C)[nH]c3ccccc23)CC1	-6%

Carrying on.
SMILES	AmpC det inh
O=C(Nc1nnc(-c2ccccc2Cl)o1)c1ccco1	-2%
O=C(NCc1cccs1)c1cc(-c2cccc(Cl)c2)on1	0%
CCOC(=O)C1=C(C)Nc2ncnn2C1c1cc(OC)ccc1OC (centres undefined)	-1%
CCCCn1c(SCC(=O)NCc2ccco2)nnc1-c1ccoc1C	-7%
COC(=O)CSc1nnc(SCc2ccccc2)s1	4%
COc1ccc(CCNC(=O)c2cccnc2)cc1OC	6%
COc1ccccc1CNc1ncnc2ccc(-c3ccccc3C#N)cc12	12%
N#Cc1ccc(CN2CC3(CCNCC3)C2)cc1	1%

Only part of the results is shown (hit frequency here may not be typical).
